Bioassay records (PubChem)
SENP1 inh: human SENP1 catalytic domain inhibitors, primary screen, biochemical, FRET, uHTS; recombinant SENP1 catalytic domain, CyPet-SUMO1-YPet FRET cleavage; inhibition, % at 10 µM; 360,000 compounds, 0.21% hits; Sentrin-specific protease 1 (Homo sapiens), Q9P0U3;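 active = inhibition at least 30% at 10 µM, raw YFP signal under a set limit, fluorescence ratio 0.5 to 1.5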;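 also: 0% = enzyme with DMSO and 100% = no enzyme wells; some results filed as inactive read as strong as hits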
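Assay system – human recombinant His6-tagged SENP1 catalytic domain enzyme · Input – SENP1 enzyme, 20 pM final · Buffer or medium – Tris pH 8 buffer plus EDTA, NaCl, BME, BSA, NP40, catalase · Schedule – 50 min reaction at room temperature · Technique – FRET read of cyan and yellow fluorescence · Control set – no-enzyme wells low, DMSO-plus-enzyme wells high control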
SENP7 inh: SENP7 protease inhibitors, primary screen, biochemical, luminescence, uHTS; Sentrin-specific protease 7 (Homo sapiens), Q9BQF6; recombinant SENP7, Z-RLRGG-aminoluciferin luminescence, 40 min; inhibition, % at 5 µM; 330,000 compounds, 1.5% hits; AID 434973, 2010;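 active = inhibition above about 50% at the single test dose, limit read from the data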;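 also: plate controls were DMSO with enzyme for no effect and no enzyme buffer wells for full effect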
SENP8 block-1: human SENP8 protease inhibitors, primary screen, biochemical, fluorescence, Nedd8 protein substrate, uHTS; Sentrin-specific protease 8 (Homo sapiens), Q96LD8; recombinant SENP8; inhibition, % at 20 µM; 360,000 compounds, 0.64% hits; AID 602440, 2012; in the data active = inhibition mostly above about 40%, no sharp cut-off; inactive = mostly below about 27%
SENP8 block-2: SENP8 protease inhibitors, primary screen, biochemical, luminescence | Sentrin-specific protease 8 (Homo sapiens), Q96LD8 | purified SENP8, Z-RLRGG-aminoluciferin cleavage | inhibition, % at 10 µM | 330,000 compounds, 1.2% hits | AID 2540, 2010; in the data active = inhibition above about 50%
SENP6 inh: SENP6 protease inhibitors, primary screen, biochemical, luminescence, uHTS; Sentrin-specific protease 6 (Homo sapiens), Q9GZR1; 330,000 compounds, 1.8% hits; Recombinant SENP6 catalytic domain, aminoluciferin luminescence; inhibition, % at 10 µM;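 active = inhibition above about 50% at the single tested dose, limit read from the data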;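 also: plate controls were DMSO wells with enzyme for no effect and DMSO wells lacking enzyme for full effect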
UBC13 inh: UBC13 polyubiquitin chain formation inhibitors, primary screen, biochemical, TR-FRET, uHTS; Ubiquitin-conjugating enzyme E2 N (Homo sapiens), P61088; inhibition, % at 20 µM; 330,000 compounds, 0.47% hits; AID 485273, 2010; in the data active = inhibition above about 45%, passing the limit was not always enough
APOBEC3G inh: APOBEC3G DNA deaminase inhibitors, primary screen, biochemical, fluorescence, single-stranded DNA substrate, uHTS. inhibition, % at 20 µM. DNA dC->dU-editing enzyme APOBEC-3G (Homo sapiens), Q9HC16. recombinant A3G, ssDNA deamination FAM/TAMRA fluorescence. 330,000 compounds, 0.28% hits;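 active = inhibition of at least 40% at 20 µM, with no more than 30% in the related APOBEC3A deaminase screen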;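 also: plate controls were DMSO wells with A3G for no effect and wells lacking A3G enzyme for full effect; some compounds called inactive have numbers as strong as hits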
Apaf1 inhib: inhibitors of human Apaf-1 apoptosome, primary screen, biochemical, DEVD-Rh110 fluorescence, uHTS. reconstituted apoptosome caspase-3 activity. inhibition, % at 20 µM. 330,000 compounds, 0.71% hits. AID 489030, 2010; active = inhibition of at least 40% at 20 µM;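 also: plate controls were DMSO wells for no effect and DEVD-CHO caspase inhibitor wells for full effect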
Target sequence (O14727 whole entry, looked up): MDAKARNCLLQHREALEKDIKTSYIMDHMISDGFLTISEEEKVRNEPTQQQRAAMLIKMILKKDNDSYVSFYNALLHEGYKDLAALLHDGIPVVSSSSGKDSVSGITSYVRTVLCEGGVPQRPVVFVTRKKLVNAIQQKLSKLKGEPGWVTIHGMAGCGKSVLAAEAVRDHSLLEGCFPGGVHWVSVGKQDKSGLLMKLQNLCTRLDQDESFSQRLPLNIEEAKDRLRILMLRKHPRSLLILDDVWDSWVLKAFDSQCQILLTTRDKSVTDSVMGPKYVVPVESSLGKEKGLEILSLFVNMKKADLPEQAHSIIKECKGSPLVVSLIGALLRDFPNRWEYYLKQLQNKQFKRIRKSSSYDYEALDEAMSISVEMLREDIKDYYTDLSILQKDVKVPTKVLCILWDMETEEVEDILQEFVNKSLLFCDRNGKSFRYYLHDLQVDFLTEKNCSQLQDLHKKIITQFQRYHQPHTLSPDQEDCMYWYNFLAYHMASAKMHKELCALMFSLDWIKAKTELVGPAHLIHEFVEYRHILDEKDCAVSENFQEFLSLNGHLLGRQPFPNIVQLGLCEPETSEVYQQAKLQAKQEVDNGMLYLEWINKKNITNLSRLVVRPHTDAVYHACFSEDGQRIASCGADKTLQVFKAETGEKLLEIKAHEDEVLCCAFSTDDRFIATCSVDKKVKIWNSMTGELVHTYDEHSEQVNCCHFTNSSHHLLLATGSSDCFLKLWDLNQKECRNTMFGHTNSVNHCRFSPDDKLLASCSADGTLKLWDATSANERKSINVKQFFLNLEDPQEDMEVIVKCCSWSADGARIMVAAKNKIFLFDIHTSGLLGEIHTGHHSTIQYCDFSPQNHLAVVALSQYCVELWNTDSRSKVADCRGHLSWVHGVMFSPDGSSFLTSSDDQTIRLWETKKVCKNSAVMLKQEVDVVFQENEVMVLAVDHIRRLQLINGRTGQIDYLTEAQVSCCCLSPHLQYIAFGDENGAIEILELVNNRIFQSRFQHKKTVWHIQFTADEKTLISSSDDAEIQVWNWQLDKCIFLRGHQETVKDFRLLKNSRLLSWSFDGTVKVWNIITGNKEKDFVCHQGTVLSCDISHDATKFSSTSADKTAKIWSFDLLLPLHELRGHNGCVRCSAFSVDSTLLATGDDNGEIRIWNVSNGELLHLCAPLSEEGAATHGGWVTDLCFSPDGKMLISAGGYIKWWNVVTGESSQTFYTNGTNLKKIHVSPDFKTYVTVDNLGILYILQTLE
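Material: reconstituted apoptosome with Apaf-1, cytochrome c, caspase-9, procaspase-3, dATP / Buffer or medium: pH 7.5 Hepes buffer with CHAPS, BSA, DTT / Also added: cytochrome c with DEVD-Rh110 / Schedule: compound with Apaf-1, dATP, procaspase-3 30 min, then 50 min reaction, room temperature / Technique: rhodamine 110 fluorescence at Ex 480/Em 540 nm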
The depositor's hits bear a star.

For CCC/C(=N\NC(=O)CNC(=O)c1ccc(Cl)cc1)c1ccccc1 the results were SENP1 inh 3, SENP7 inh 0, SENP8 block-1 6, SENP8 block-2 0, SENP6 inh 2, UBC13 inh 0, APOBEC3G inh 4 and Apaf1 inhib 13.
Screening COc1ccc(S(=O)(=O)NCCOc2ccccc2)cc1F returned SENP1 inh 2, SENP7 inh -2, SENP8 block-1 5, SENP8 block-2 9, SENP6 inh -9, UBC13 inh 0, APOBEC3G inh -6 and Apaf1 inhib 0.
Screening Cc1cccc(NC(=O)CCCSc2nc3ccccc3[nH]2)c1 returned SENP1 inh 2, SENP7 inh 5, SENP8 block-1 6, SENP8 block-2 1, SENP6 inh 9, UBC13 inh -4, APOBEC3G inh -2 and Apaf1 inhib -2.
O=C(NNC(=S)NC(=O)c1cn(-c2ccccc2)nc1-c1ccccc1)c1ccncc1 was read as SENP1 inh -1, SENP7 inh -1, SENP8 block-1 -228, SENP8 block-2 1, SENP6 inh -9, UBC13 inh -23, APOBEC3G inh 1 and Apaf1 inhib 2.
`O=C1c2ccccc2C(=O)N1c1n[nH]c(CCc2ccccc2)n1` gave SENP1 inh 2, SENP7 inh 4, SENP8 block-1 13, SENP8 block-2 0, SENP6 inh 4, UBC13 inh 2, APOBEC3G inh -3 and Apaf1 inhib -17.
O=C(COC(=O)C1(c2ccc(F)cc2)CCCC1)Nc1ncc(C(F)(F)F)cc1Cl was read as SENP1 inh -3, SENP7 inh 4, SENP8 block-1 14, SENP8 block-2 3, SENP6 inh -10, UBC13 inh 6, APOBEC3G inh -2 and Apaf1 inhib 12.
For Cc1nnc(SC(C)C(=O)NC2CCCCC2)s1 (configuration not stated) the results were SENP1 inh -2, SENP7 inh 2, SENP8 block-1 11, SENP8 block-2 6, SENP6 inh -4, UBC13 inh -1, APOBEC3G inh -9 and Apaf1 inhib -5.
For CCOC(=O)C1(C)NC(c2ccco2)C2C(=O)N(CC)C(=O)C21 (configuration not stated) the results were SENP1 inh 0, SENP7 inh 4, SENP8 block-1 8, SENP8 block-2 3, SENP6 inh -3, UBC13 inh -7, APOBEC3G inh 10 and Apaf1 inhib -2.
For CC(=O)Nc1ccc(S(=O)(=O)NC(CC(=O)NCCCN2CCOCC2)C(C)C)cc1 (configuration not stated) the results were SENP1 inh -2, SENP7 inh 1, SENP8 block-1 10, SENP8 block-2 -6, SENP6 inh -8, UBC13 inh 1, APOBEC3G inh 1 and Apaf1 inhib 1.
`COc1ccc2c(c1)C1=NN(/C(C)=C/C(C)=O)C(c3ccc(F)cc3)C1CC2` (configuration not stated) gave SENP1 inh -31, SENP7 inh -5, SENP8 block-1 -72, SENP8 block-2 11, SENP6 inh 30, UBC13 inh -10, APOBEC3G inh -5 and Apaf1 inhib 10.

3 structures already listed, ordered by heavy-atom count, high to low.
O=C(NNC(=S)NC(=O)c1cn(-c2ccccc2)nc1-c1ccccc1)c1ccncc1 was read as SENP1 inh -1, SENP7 inh -1, SENP8 block-1 -228, SENP8 block-2 1, SENP6 inh -9, UBC13 inh -23, APOBEC3G inh 1 and Apaf1 inhib 2.
For CCOC(=O)C1(C)NC(c2ccco2)C2C(=O)N(CC)C(=O)C21 (configuration not stated) the results were SENP1 inh 0, SENP7 inh 4, SENP8 block-1 8, SENP8 block-2 3, SENP6 inh -3, UBC13 inh -7, APOBEC3G inh 10 and Apaf1 inhib -2.
Screening COc1ccc(S(=O)(=O)NCCOc2ccccc2)cc1F returned SENP1 inh 2, SENP7 inh -2, SENP8 block-1 5, SENP8 block-2 9, SENP6 inh -9, UBC13 inh 0, APOBEC3G inh -6 and Apaf1 inhib 0.

(list continues)
For COc1ccc(-c2nnc(SCC(=O)N3CCC(Cc4ccccc4)CC3)o2)cc1OC the results were SENP1 inh 2, SENP7 inh 4, SENP8 block-1 6, SENP8 block-2 -15, SENP6 inh -14, UBC13 inh 1, APOBEC3G inh -5 and Apaf1 inhib 25.
Screening CC(C)C(=O)Nc1ccc(C(=O)NNC(=O)CCc2ccccc2)cc1 returned SENP1 inh -1, SENP7 inh 2, SENP8 block-1 12, SENP8 block-2 -3, SENP6 inh -9, UBC13 inh 17, APOBEC3G inh -10 and Apaf1 inhib -5.
CCNc1nc(=S)nc(NC(C)C)[nH]1 was read as SENP1 inh -1, SENP7 inh 2, SENP8 block-1 12, SENP8 block-2 -2, SENP6 inh 2, UBC13 inh 8, APOBEC3G inh -3 and Apaf1 inhib 0.
`CCOC(=O)N1CCC(c2cc(=O)n3[nH]ccc3n2)CC1` gave SENP1 inh 0, SENP7 inh 1, SENP8 block-1 -23, SENP8 block-2 -8, SENP6 inh -8, UBC13 inh 7, APOBEC3G inh -10 and Apaf1 inhib -1.
For Cc1ccc(CN2C3CCCC2CC(NC(=O)c2ccc(F)cc2)C3)cc1 (configuration not stated) the results were SENP1 inh -1, SENP7 inh -10, SENP8 block-1 13, SENP8 block-2 -4, SENP6 inh 1, UBC13 inh 3, APOBEC3G inh 0 and Apaf1 inhib 10.
`COc1cc(CCC(=O)OCC(=O)Nc2ccc(C)cc2Cl)cc(OC)c1OC` gave SENP1 inh 2, SENP7 inh -4, SENP8 block-1 2, SENP8 block-2 8, SENP6 inh -13, UBC13 inh -8, APOBEC3G inh 2 and Apaf1 inhib 17.
CCOc1ccc(N(CC(=O)Nc2ccccc2C)S(=O)(=O)c2c(C)noc2C)cc1 was read as SENP1 inh 5, SENP7 inh -8, SENP8 block-1 3, SENP8 block-2 4, SENP6 inh 4, UBC13 inh 8, APOBEC3G inh 0 and Apaf1 inhib 7.
`O=S(=O)(c1ccccc1)c1nc(-c2ccc(F)cc2)oc1N1CCOCC1` gave SENP1 inh 0, SENP7 inh 1, SENP8 block-1 4, SENP8 block-2 3, SENP6 inh -17, UBC13 inh -4, APOBEC3G inh -3 and Apaf1 inhib 9.
`Cc1cc(C(=O)NNC(=O)c2ccc(S(=O)(=O)N(C)C)cc2)c(C)o1` gave SENP1 inh 0, SENP7 inh -3, SENP8 block-1 -4, SENP8 block-2 3, SENP6 inh 7, UBC13 inh -2, APOBEC3G inh -5 and Apaf1 inhib -13.
`COc1ccccc1OCCSc1nc2ccccc2c(=O)[nH]1` gave SENP1 inh 1, SENP7 inh -15, SENP8 block-1 -8, SENP8 block-2 -10, SENP6 inh -6, UBC13 inh -5, APOBEC3G inh -3 and Apaf1 inhib 1.
Screening COc1ccccc1NC(=O)CSCc1ccc([N+](=O)[O-])cc1 returned SENP1 inh 3, SENP7 inh 9, SENP8 block-1 11, SENP8 block-2 -3, SENP6 inh -6, UBC13 inh 3, APOBEC3G inh -6 and Apaf1 inhib 5.
O=C(Nc1ccc(C(=O)O)cc1)/C(=C\C=C\c1ccccc1)NC(=O)c1cccc(Br)c1 was read as SENP1 inh -1, SENP7 inh 1, SENP8 block-1 12, SENP8 block-2 7, SENP6 inh 5, UBC13 inh -39, APOBEC3G inh 0 and Apaf1 inhib 26.
Screening O=[N+]([O-])c1ccc(NCCCN2CCOCC2)c([N+](=O)[O-])c1 returned SENP1 inh 2, SENP7 inh -7, SENP8 block-1 15, SENP8 block-2 -2, SENP6 inh -7, UBC13 inh -26, APOBEC3G inh -9 and Apaf1 inhib 5.
`O=C(Nc1cc(C(F)(F)F)ccc1F)C1CCCC1` gave SENP1 inh 2, SENP7 inh 0, SENP8 block-1 6, SENP8 block-2 8, SENP6 inh 1, UBC13 inh 6, APOBEC3G inh -7 and Apaf1 inhib -18.
COc1cc(CC(=O)N(CC(C)C)C2CCS(=O)(=O)C2)cc(OC)c1OC (configuration not stated) was read as SENP1 inh -1, SENP7 inh 10, SENP8 block-1 14, SENP8 block-2 -3, SENP6 inh -4, UBC13 inh -4, APOBEC3G inh 16 and Apaf1 inhib 3.
Cc1nc(-c2ccc(Cl)cc2)sc1C1(C)CC(c2ccc(Br)cc2)=NO1 (configuration not stated) was read as SENP1 inh 2, SENP7 inh 18, SENP8 block-1 -85, SENP8 block-2 6, SENP6 inh 3, UBC13 inh 2, APOBEC3G inh 13 and Apaf1 inhib 20.
Screening CC(=O)Nc1ccc2nc(NC(=O)c3ccc([N+](=O)[O-])s3)sc2c1 returned SENP7 inh 22, SENP8 block-2 41, SENP6 inh 64*, UBC13 inh -43, APOBEC3G inh -18 and Apaf1 inhib 10.
CC(C)CCNC(=O)c1ccc2c(c1)ncn2C1CCCCC1 was read as SENP1 inh 1, SENP7 inh -8, SENP8 block-1 8, SENP8 block-2 -8, SENP6 inh -27, UBC13 inh -9, APOBEC3G inh -9 and Apaf1 inhib 7.
COc1ccccc1C(O)c1nccn1C (configuration not stated) was read as SENP1 inh 0, SENP7 inh 4, SENP8 block-1 20, SENP8 block-2 5, SENP6 inh 4, UBC13 inh -1, APOBEC3G inh -5 and Apaf1 inhib -31.
Screening COc1ccc(Br)cc1CN1CCN(C(=O)c2cccc(F)c2)CC1 returned SENP1 inh 3, SENP7 inh 4, SENP8 block-1 18, SENP8 block-2 5, SENP6 inh -10, UBC13 inh 8, APOBEC3G inh -3 and Apaf1 inhib 8.
CC(C)(C)c1ccc(C(=O)NC(=S)N2CCCC2)cc1 was read as SENP1 inh 0, SENP7 inh 6, SENP8 block-1 8, SENP8 block-2 6, SENP6 inh 10, UBC13 inh 9, APOBEC3G inh -3 and Apaf1 inhib 12.
CC1(CCCN2C(=O)c3ccccc3C2=O)OCCO1 was read as SENP1 inh 2, SENP7 inh -6, SENP8 block-1 23, SENP8 block-2 -20, SENP6 inh -21, UBC13 inh 2, APOBEC3G inh -9 and Apaf1 inhib -2.
For Cc1cc2n(n1)SC(Nc1ccccc1)N2 (configuration not stated) the results were SENP1 inh 3, SENP7 inh 3, SENP8 block-1 24, SENP8 block-2 -2, SENP6 inh 13, UBC13 inh 6, APOBEC3G inh 38 and Apaf1 inhib -10.
`CC1(C)CC(=O)C2=C(C1)N(Cc1ccco1)C(=O)NC2(C(F)(F)F)C(F)(F)F` gave SENP1 inh 4, SENP7 inh 15, SENP8 block-1 18, SENP8 block-2 -4, SENP6 inh -16, UBC13 inh -2, APOBEC3G inh -6 and Apaf1 inhib -5.
`CS(=O)(=O)c1ccc2nc(NC(=O)C3CC3)sc2c1` gave SENP1 inh 1, SENP7 inh -2, SENP8 block-1 -5, SENP8 block-2 -8, SENP6 inh -7, UBC13 inh 0, APOBEC3G inh 0 and Apaf1 inhib -13.
CCn1nc(C)c(Br)c1-c1nc(-c2ccc(C)cc2)no1 was read as SENP1 inh 2, SENP7 inh -3, SENP8 block-1 20, SENP8 block-2 8, SENP6 inh -16, UBC13 inh 6, APOBEC3G inh -2 and Apaf1 inhib -1.
Cc1ccc(NC(=O)CN(C)C(=O)c2ccc(Sc3nncn3C)c([N+](=O)[O-])c2)cc1 was read as SENP1 inh 3, SENP7 inh -1, SENP8 block-1 12, SENP8 block-2 -4, SENP6 inh -12, UBC13 inh -6, APOBEC3G inh -6 and Apaf1 inhib -7.
`CC(CNC(=O)CN(C)CC(=O)Nc1ccccc1Br)c1ccccc1` (configuration not stated) gave SENP1 inh -2, SENP7 inh 1, SENP8 block-1 3, SENP8 block-2 1, SENP6 inh -3, UBC13 inh 0, APOBEC3G inh -5 and Apaf1 inhib 8.
